# CHO-K1 Ca ag = counter-screen for M1 agonists: effect in parental CHO-K1 cells | Fluo-8 calcium fluorescence; scaled to maximal ATP response, vehicle zero | activation, % at 3 µM | 0.48% of 360,000 active | AID 602248, 2012; in the data active means activation above about 15%;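 further: untransfected CHO-K1 host cells lacking M1 receptor as counterscreen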
# OXTR potentiator = human OXTR potentiators, primary screen, fluorescence, CHO-OTR cells, Fluo-8 calcium; Oxytocin receptor (Homo sapiens), P30559; 0.061% of 320,000 active; activation, % at 3 µM; AID 2445, 2010; Fluo-8 calcium fluorescence, potentiator mode; 0% = oxytocin EC15, 100% = EC100;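 active means activation above that plate's cutoff, the mean activation of tested compounds plus 3 SD, cut at about 6.6% in these data, passing the limit was not always enough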;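 further: 100% uses oxytocin at 75 nM as the full agonist control; some results filed as inactive read as strong as hits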
#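 Dosing: Single dose, 3.0 µM nominal final compound concentration | Material: Human OTR in CHO cells | Technique: Kinetic Fluo-8 calcium fluorescence | Benchmarks: EC15 oxytocin alone as 0%, 75 nM oxytocin as 100% | Probe or stimulus: Oxytocin at about EC15, sub-maximal agonist stimulus | Incubation: Compound 6 min at room temperature before oxytocin, 100 s read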
# CHO parental Ca = ATP-evoked calcium signal inhibitors, parental CHO, primary screen, counter-screen for OX1R antagonist project, cell-based, fluorescence, Fluo-8 calcium dye; inhibition, % at 5.6 µM; AID 463079, 2010; 0.63% of 330,000 active; parental CHO-K1, ATP-induced calcium, Fluo-8 fluorescence;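 active means inhibition above that plate's mean sample inhibition plus 3 SD, cut at about 26% in these data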;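 further: 0% = ATP-challenged DMSO wells and 100% = DMSO wells without ATP; some compounds past the cut are filed as inactive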
#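 Material: parental CHO cells / Compound: single nominal dose of 5.6 µM per compound / Signal: Fluo-8 fluorescence / Replicates: singlicate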
# CHO-K1 Ca antag = counter-screen for M1 antagonists: effect in parental CHO-K1 cells. ATP-induced calcium, Fluo-8 fluorescence. inhibition, % at 3 µM. 0.6% of 360,000 active;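 active means inhibition above a per-plate cutoff, the plate's mean sample inhibition plus 3 SD, cut at about 24% in these data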;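 further: 0% = DMSO plus EC80 ATP and 100% = DMSO alone without ATP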
# M1 ag = human M1 muscarinic receptor agonists, primary screen, Fluo-8 calcium fluorescence, CHO-K1 cells, HTS; activation, % at 3 µM; AID 588814, 2011; 0.33% of 360,000 active; CHO-K1 hM1, agonist mode; 0% DMSO, 100% acetylcholine EC100;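 active means activation above the run's mean compound activation plus 3 SD, cut at about 16% in these data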;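 further: peak over basal fluorescence ratio within a 140 s kinetic read after compound addition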
# Target sequence (P11229 whole entry, looked up): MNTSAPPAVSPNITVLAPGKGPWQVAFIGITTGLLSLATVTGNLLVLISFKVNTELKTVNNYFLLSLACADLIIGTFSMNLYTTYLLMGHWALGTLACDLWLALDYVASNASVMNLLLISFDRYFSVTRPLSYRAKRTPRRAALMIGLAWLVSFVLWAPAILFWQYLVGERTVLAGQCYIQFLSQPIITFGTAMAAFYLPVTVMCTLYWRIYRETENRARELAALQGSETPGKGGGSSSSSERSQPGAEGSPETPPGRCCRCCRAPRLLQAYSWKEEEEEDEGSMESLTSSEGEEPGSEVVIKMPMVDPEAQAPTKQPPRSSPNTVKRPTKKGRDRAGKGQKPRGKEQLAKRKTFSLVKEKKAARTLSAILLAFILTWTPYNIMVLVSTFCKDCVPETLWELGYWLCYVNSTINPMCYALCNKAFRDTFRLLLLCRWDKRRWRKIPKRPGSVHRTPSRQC
# M1 PAM parental = nonselective calcium activators in parental CHO-K1 cells, primary screen, counter-screen for M1 PAM project, cell-based, Fluo-8 calcium fluorescence, full deck, 1536-well; 0.02% of 360,000 active; activation, % at 3 µM; ATP EC20; 0% at ATP EC20, 100% at ATP max;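 active means activation above the run cutoff, the mean activation of all test compounds plus 3 SD, cut at about 40% in these data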;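 further: peak over basal fluorescence ratio in a 140 s read after ATP addition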
# TAAR1 agonist = human TAAR1 agonists, primary screen, Fluo-8 calcium fluorescence, CHO RD-HGA16 cells | vehicle wells 0%, saturating PEA agonist 100% | activation, % at 3 µM | 0.99% of 360,000 active | AID 624467, 2012;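 active means activation above the mean activation of all test compounds in the run plus 3 SD, cut at about 38% in these data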
# Target sequence (Q96RJ0 whole entry, looked up): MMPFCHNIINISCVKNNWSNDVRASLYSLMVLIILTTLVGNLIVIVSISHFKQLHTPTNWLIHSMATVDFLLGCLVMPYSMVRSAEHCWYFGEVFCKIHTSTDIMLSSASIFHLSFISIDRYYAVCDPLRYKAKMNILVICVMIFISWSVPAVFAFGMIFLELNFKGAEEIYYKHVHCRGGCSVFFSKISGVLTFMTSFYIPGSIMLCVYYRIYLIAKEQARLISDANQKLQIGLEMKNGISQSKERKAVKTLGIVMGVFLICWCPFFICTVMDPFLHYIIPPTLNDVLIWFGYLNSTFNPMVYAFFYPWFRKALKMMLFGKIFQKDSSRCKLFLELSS
#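 System: CHO-derived RD-HGA16 cells with stable Gα16 and human TAAR1. Times: 17-24 h plating, Fluo-8 75 min 37 °C, 30 min RT. Measured by: calcium-sensitive Fluo-8 signal, excitation 470-495, emission 515-575 nm. Read-out basis: % activation relative to PEA EC100 response. Control set: DMSO and PEA EC100. Repeats: no replicates (n 1).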
# TAAR1 antag = human TAAR1 antagonists, primary screen, Fluo-8 calcium fluorescence, CHO RD-HGA16 cells; Trace amine-associated receptor 1 (Homo sapiens), Q96RJ0; antagonist; inhibition, % at 3 µM; 1.5% of 360,000 active; AID 624466, 2012;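 active means inhibition above a per-plate cutoff, the mean inhibition of test compounds on that plate plus 3 SD, cut at about 49% in these data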;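 further: 0% = DMSO plus EC80 beta-PEA response and 100% = DMSO alone without agonist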
#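 Assay system: RD-HGA16 CHO cells with stable hTAAR1 and Gα16 / Reagent: EC80 β-phenethylamine stimulus / Doses: 3 µM, single point / Timing: dye loading 75 min at 37 °C, then 30 min room temperature / Measured by: Fluo-8 intracellular calcium dye fluorescence, real-time kinetic reads / Controls: vehicle wells and EC80 agonist wells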
# M1 antag = human M1 muscarinic receptor antagonists, primary screen, CHO-K1 cells, Fluo-8 calcium fluorescence, 1536-well; CHO-K1 hM1, ACh EC80 antagonist; inhibition, % at 3 µM; 1.3% of 360,000 active;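 active means percent inhibition above its own plate's cutoff, namely the mean of that plate's compound wells plus 3 SD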;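 further: peak over basal fluorescence ratio during 140 s after agonist addition; 0% = ACh EC80 plus DMSO and 100% = DMSO alone without agonist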
# * marks the source's active call; other numbers are inactive results; x = not tested or not shown.
1. Cc1nn(Cc2ccc(C(=O)N3CCCC3)o2)c(C)c1[N+](=O)[O-]
2. Cc1nc2cc(CO)ccc2n1C
3. CCOc1ccc(NC(=O)CN2C(=O)NC3(CCCC3)C2=O)cc1S(=O)(=O)N1CCCCC1
4. O=C(CN1CCN(S(=O)(=O)c2ccc(F)c(F)c2)CC1)Nc1ccccc1C(=O)NC1CC1
5. CC(C)c1ccc(C(C(=O)NC2CCCC2)N(C(=O)CNC(=O)c2ccco2)c2cccnc2)cc1 (stereo not drawn)
6. CCC(C)NCC(=O)Nc1sc2c(c1C(N)=O)CCC2 (stereo not drawn)

screen / no.,1,2,3,4,5,6
CHO-K1 Ca ag,0.9,0.6,0.7,5.4,0.8,0.1
OXTR potentiator,x,-10,-5,-4,-5,0
CHO parental Ca,x,-4,0,-22,-10,-13
CHO-K1 Ca antag,-9,-1,5,-19,-6,-13
M1 ag,-5,-2,-1,-2,-2,-5
M1 PAM parental,7,16,12,3,16,21
TAAR1 agonist,7,4,3,14,7,7
TAAR1 antag,-15,-6,0,49*,12,20
M1 antag,-11,-10,-10,1,-20,-5

7. O=C(CSC1=NCCS1)Nc1ccc(S(=O)(=O)N2CCCCCC2)cc1
8. CCn1c(CCNC(=O)c2ccccc2Cl)n[nH]c1=S
9. Cn1c(=O)c2c(nc(SCc3ccccc3F)n2C)n(C)c1=O
10. CN1CCN(S(=O)(=O)c2ccc(SCCOc3ccc(Cl)cc3)nc2)CC1
11. CN(C)C(=O)c1cc([N+](=O)[O-])cc([N+](=O)[O-])c1N(C)C
12. Cc1ccc2nc(NC(=O)c3ccc(-c4nc5ccccc5s4)s3)sc2c1

screen / no.,7,8,9,10,11,12
CHO-K1 Ca ag,4.2,0.5,-0.2,5.7,-0.3,0.4
OXTR potentiator,-8,-6,-4,-9,-4,6
CHO parental Ca,-5,-14,-4,-1,-4,-4
CHO-K1 Ca antag,3,21,-9,-19,9,-7
M1 ag,-4,-2,1,-5,1,-2
M1 PAM parental,6,3,10,6,-2,7
TAAR1 agonist,11,14,-1,1,5,1
TAAR1 antag,19,-5,2,2,2,-9
M1 antag,13,-1,-27,-11,-8,1

13. O=C(C[C@@H]1C/C=C\CCCC(=O)OC[C@@H]2CCCN2C1=O)N[C@H](CO)Cc1ccccc1
14. Cc1cccc(NC(=O)NCc2ccc3c(c2)OCO3)c1C
15. COc1ccc(/C=N/Nc2ccccc2C(=O)O)cc1
16. CCN1C(=O)[C@@H]2[C@@H](c3ccc(-c4ccc5c(c4)OCO5)cc3)N3CCCC[C@@]3(C(=O)OC)[C@@H]2C1=O
17. CCC(=O)N1CCN=C1SCc1ccc(Cl)cc1
18. O=C1CCN(CCc2ccccc2)CCN1[C@H](COc1ccccc1)Cc1ccccc1

screen / no.,13,14,15,16,17,18
CHO-K1 Ca ag,0.2,0.1,4.4,0.1,0.0,-0.2
OXTR potentiator,-2,-15,1,-5,-4,-9
CHO parental Ca,5,-5,-3,-18,-17,-36
CHO-K1 Ca antag,-7,-4,0,-6,0,-12
M1 ag,-5,-5,-3,-5,-1,-7
M1 PAM parental,6,28,-2,-16,2,14
TAAR1 agonist,15,0,-1,3,3,9
TAAR1 antag,8,-4,-4,23,12,13
M1 antag,-7,-7,-1,1,4,-7

19. CC1=C(C(N)=O)C(c2cccs2)n2nc(-c3cccc(Cl)c3)nc2N1 (stereo not drawn)
20. Cc1ccccc1OCC(=O)NNC(=O)C1CCN(c2ncnc3sc(C)c(C)c23)CC1
21. Cc1noc(C)c1CSCC(=O)OCc1nc2ccccc2c(=O)n1CC#N
22. CCCCC(=O)Nc1cc(OC)c(NC(=S)NC)cc1OC
23. CCOC(=O)C1CCN(C(=O)C2CCN(S(=O)(=O)c3cccc4nsnc34)CC2)CC1
24. CC(C)CN(C(=O)COC(=O)C12CC3CC(CC(O)(C3)C1)C2)C1CCS(=O)(=O)C1 (stereo not drawn)

screen / no.,19,20,21,22,23,24
CHO-K1 Ca ag,0.2,9.1,5.2,0.7,1.8,0.1
OXTR potentiator,-5,-14,-5,-2,-8,-6
CHO parental Ca,-12,-14,-4,-14,-9,0
CHO-K1 Ca antag,1,8,-19,1,-6,-1
M1 ag,1,3,0,-1,-3,-2
M1 PAM parental,-2,8,9,-2,-3,7
TAAR1 agonist,x,24,5,5,2,13
TAAR1 antag,x,70*,13,7,-19,-1
M1 antag,-1,7,2,12,0,-18

25. CN1C(=O)c2ccc(C(=O)Nc3cccnc3)cc2C1=O
26. CCCCC(=O)Nc1ccc(NC(=O)c2cccnc2)cn1
27. COc1cc(NC(=O)C2(C)CCCN2C)cc(OC)c1OC (stereo not drawn)
28. CC(Sc1nc2ncc(Cl)cc2[nH]1)C(=O)c1c(N)n(C)c(=O)n(C)c1=O (stereo not drawn)
29. O=C(NCc1ccco1)C(=O)NCc1ccccc1Cl
30. CSCCC(NC(=O)c1ccco1)C(=O)N(C)CC(=O)Nc1ccccc1Br (stereo not drawn)

screen / no.,25,26,27,28,29,30
CHO-K1 Ca ag,1.4,0.9,-0.4,2.1,2.6,1.1
OXTR potentiator,x,-10,x,-9,-3,x
CHO parental Ca,x,-15,x,-9,-12,x
CHO-K1 Ca antag,-1,-17,28*,-2,-8,0
M1 ag,-2,-1,-1,-4,-3,-1
M1 PAM parental,-4,19,-14,12,27,16
TAAR1 agonist,1,6,1,1,9,1
TAAR1 antag,-6,5,-12,-14,3,-4
M1 antag,0,-8,-14,-15,-5,-6

31. CSc1ncc2[nH]c(C(O)c3ccccc3)nc2n1 (stereo not drawn)
32. O=C(O)c1ccc(NC(=O)c2cn(-c3ccccc3)nc2-c2ccc(Br)cc2)cc1
33. N#CCCN(C(=O)COC(=O)CCC(=O)c1ccc(F)cc1)c1ccccc1
34. CCc1cc(=O)oc2cc(C)cc(OCC(=O)NC(Cc3c[nH]c4ccc(O)cc34)C(=O)O)c12 (stereo not drawn)
35. CCOc1c2ccc(C(=O)NCc3ccco3)cc2nn1CC
36. COc1ccc(CNc2ccc3c(c2)ncn3C)cc1OC

screen / no.,31,32,33,34,35,36
CHO-K1 Ca ag,11,0.5,1.4,0.0,0.0,0.1
OXTR potentiator,x,-11,-1,-6,-6,1
CHO parental Ca,x,4,-1,-13,-5,-7
CHO-K1 Ca antag,6,-10,-13,3,-7,5
M1 ag,4,-6,-4,0,-4,-3
M1 PAM parental,-4,15,-10,-5,16,2
TAAR1 agonist,10,3,3,1,6,-1
TAAR1 antag,-16,47,-16,-3,2,-15
M1 antag,3,-5,11,-3,-1,-9

# Ordered by SMILES length (descending): 3 of the compounds above
32. O=C(O)c1ccc(NC(=O)c2cn(-c3ccccc3)nc2-c2ccc(Br)cc2)cc1
35. CCOc1c2ccc(C(=O)NCc3ccco3)cc2nn1CC
31. CSc1ncc2[nH]c(C(O)c3ccccc3)nc2n1 (stereo not drawn)

screen / no.,32,35,31
CHO-K1 Ca ag,0.5,0.0,11
OXTR potentiator,-11,-6,x
CHO parental Ca,4,-5,x
CHO-K1 Ca antag,-10,-7,6
M1 ag,-6,-4,4
M1 PAM parental,15,16,-4
TAAR1 agonist,3,6,10
TAAR1 antag,47,2,-16
M1 antag,-5,-1,3

# (next part)
37. CN(C(=O)COC(=O)c1n[nH]c2ccccc12)C1CCS(=O)(=O)C1 (stereo not drawn)
38. Nc1ncnc2c1ncn2[C@@H]1O[C@H](CNCc2ccccc2OC2OC(CO)C(O)C(O)C2O)[C@@H](O)[C@H]1O (stereo partly drawn)
39. COc1cccc(C(=O)NC(=O)Nc2cc(C)[nH]n2)c1
40. Cc1ccc([C@H]2C[C@H](O)[C@@H](n3cc(-c4ccc(F)cc4)nn3)CN2Cc2cccs2)cc1
41. COC(=O)c1ccc(Cn2c(C)c(C(=O)NCc3cccc([N+](=O)[O-])c3)sc2=O)o1
42. CCOc1ccccc1C(=O)NN1CCOCC1

screen / no.,37,38,39,40,41,42
CHO-K1 Ca ag,-0.2,0.3,3.8,0.2,1.1,0.9
OXTR potentiator,-1,x,-4,x,x,-4
CHO parental Ca,2,-7,1,x,x,-4
CHO-K1 Ca antag,-12,-12,-14,-8,6,-9
M1 ag,-5,0,-3,-2,-11,-3
M1 PAM parental,10,-4,17,10,-4,-3
TAAR1 agonist,0,3,4,17,7,3
TAAR1 antag,-7,0,-21,-31,20,-19
M1 antag,-8,-11,-8,-10,18,-5

43. O=C(NCc1ccco1)C(c1ccccc1)N(C(=O)Cc1cccs1)c1cccnc1 (stereo not drawn)
44. COc1ccccc1CC(O)CC1c2c(cc3c(c2OC)OCO3)CCN1C (stereo not drawn)
45. COc1ccc(CCNC(=O)C2CC(=O)N(c3ccc(C(C)(C)C)cc3)C2)cc1OC (stereo not drawn)
46. COc1ccc(/C=N/NC(=O)c2cccc(NC(=O)c3ccc(F)cc3)c2)c(C(=O)O)c1OC
47. CCc1nnc(NC(=O)c2ccc(-c3cccc(C(F)(F)F)c3)o2)s1
48. CCC(=O)Nc1c(C#N)c2nc3ccccc3nc2n1-c1ccccc1C
49. CC(=O)Nc1ccc(S(=O)(=O)NNC(=O)CCc2ccccc2)cc1
50. CN1C(=O)/C(=N/OC(=O)c2ccccc2)c2ccccc21

screen / no.,43,44,45,46,47,48,49,50
CHO-K1 Ca ag,1.8,1.0,4.0,1.9,0.4,1.1,0.6,0.7
OXTR potentiator,-5,x,-10,-5,-14,-11,-5,-9
CHO parental Ca,-20,x,-8,-5,-10,-9,-12,-10
CHO-K1 Ca antag,10,-10,-5,-6,8,-9,-8,-7
M1 ag,-6,-6,3,-6,-4,-2,-3,-3
M1 PAM parental,0,-8,-12,17,-5,13,-7,16
TAAR1 agonist,1,0,10,3,0,10,1,13
TAAR1 antag,-10,2,14,4,-13,3,-9,3
M1 antag,1,-8,2,7,-12,-3,-8,0

# 3 of the entries above in order of their number in M1 ag, lowest first:
entry	Structure	M1 ag
46	COc1ccc(/C=N/NC(=O)c2cccc(NC(=O)c3ccc(F)cc3)c2)c(C(=O)O)c1OC	-6
47	CCc1nnc(NC(=O)c2ccc(-c3cccc(C(F)(F)F)c3)o2)s1	-4
48	CCC(=O)Nc1c(C#N)c2nc3ccccc3nc2n1-c1ccccc1C	-2

# Screens: PubChem BioAssay, The Scripps Research Institute Molecular Screening Center
